Bioassay records: PubChem BioAssay, National Center for Advancing Translational Sciences (NCATS)
TSG101-PTAP inh = blocks PTAP/TSG101 interaction to inhibit HIV-1 budding; AID 493005; Q99816; Fluorescence polarization, FITC-PTAP peptide / Tsg101 binding; 340,000 tested, under 10 active; Potency, µM (series often up to 115 µM), for the others: at the top dose activity change, negative = inhibition, actives largely listed as inhibitors; active = well fitted inhibition curve with a large enough effect in the main read-out, with a control signal flat, not every such curve was filed as active; inconclusive = small, poorly fitted or top-dose-only effect, or effect the other way, or a change in a side signal; inactive = no such curve, though single readings can be large or run the other way; also: potency is read from the fitted curve at half-maximal effect; % of control where 0% means no effect
Target sequence (Q99816 whole entry, looked up): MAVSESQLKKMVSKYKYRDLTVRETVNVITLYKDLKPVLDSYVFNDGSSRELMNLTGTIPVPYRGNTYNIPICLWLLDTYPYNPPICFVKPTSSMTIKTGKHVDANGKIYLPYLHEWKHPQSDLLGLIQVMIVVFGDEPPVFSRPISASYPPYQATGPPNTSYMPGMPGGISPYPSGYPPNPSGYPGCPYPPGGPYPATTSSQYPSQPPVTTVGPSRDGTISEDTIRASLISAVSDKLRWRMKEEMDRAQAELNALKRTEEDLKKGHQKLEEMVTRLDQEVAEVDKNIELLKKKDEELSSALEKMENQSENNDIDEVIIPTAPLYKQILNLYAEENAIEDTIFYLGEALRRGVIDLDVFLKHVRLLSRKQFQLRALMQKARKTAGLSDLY
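FP read-out: FITC-PTAP peptide, 50 nM final, binding Tsg101 binding domain, 10 uM final; 20 min, r.t.; 10 mM HEPES pH 7.5, 0.15 M NaCl, 0.01% Tween 20, 3 mM EDTA, 0.1 mM TCEP.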
ELG1 repair inh = blocks ELG1-dependent DNA repair in HEK293T cells; HEK293T ELG1-luciferase reporter, luminescence, 16 h; DNA damage induced by 5-fluorouridine; Potency, µM (doses to about 46.1 µM), inactives show top-dose activity change, negative = inhibition, most hits filed as inhibitors; 330,000 compounds, 2.3% hits; AID 504467; also: potency is read from the fitted curve at half-maximal effect; % is scaled to controls: 0 for no effect and ±100 for the full control effect; nearly all actives have a fitted effect of over 55% in size
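DMSO vehicle served as the neutral condition. Each well held 2,000 cells given 5-fluorouridine plus compound; after 16 hr at 37 °C/5% CO2, ONE-Glo was added and luciferase measured 30 min later.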
USP2a inh = blocks human ubiquitin-specific protease USP2a. O75604. Potency, µM (top dose mostly 38.3 µM), without a hit: at the top dose activity change, negative = inhibition, most hits filed as inhibitors. USP2 core, Ub-CHOP2 coupled fluorogenic reporter, 485/531. AID 463254. 330,000 compounds, 0.01% hits;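 also: potency is read from the fitted curve at half-maximal effect; plate controls were DMSO wells for no effect and full inhibition by NEM control for full effect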
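Deubiquitinase activity read as fluorescence (485/531 nm) after Ub-CHOP2 cleavage activates the enterokinase reporter on its substrate; USP2 core 10nM, Ub-CHOP2 and substrate 25nM each, 30min compound preincubation then 60min RT; data normalized to NEM, curves fitted.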
B2AR arrestin = agonists driving beta-arrestin recruitment to human beta2-adrenergic receptor; P07550; beta-arrestin recruitment to beta2AR, cell-based reporter; Potency, µM (highest dose often 46.1 µM), inactives show at the highest dose activation, actives largely listed as activators; 330,000 compounds, 0.02% hits; AID 492947;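 also: potency is read from the fitted curve at half-maximal effect; 0% = DMSO controls and full agonism = EC100 isoproterenol or metaproterenol; nearly all actives have a fitted effect of over 65% in size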
Target sequence (P07550 whole entry, looked up): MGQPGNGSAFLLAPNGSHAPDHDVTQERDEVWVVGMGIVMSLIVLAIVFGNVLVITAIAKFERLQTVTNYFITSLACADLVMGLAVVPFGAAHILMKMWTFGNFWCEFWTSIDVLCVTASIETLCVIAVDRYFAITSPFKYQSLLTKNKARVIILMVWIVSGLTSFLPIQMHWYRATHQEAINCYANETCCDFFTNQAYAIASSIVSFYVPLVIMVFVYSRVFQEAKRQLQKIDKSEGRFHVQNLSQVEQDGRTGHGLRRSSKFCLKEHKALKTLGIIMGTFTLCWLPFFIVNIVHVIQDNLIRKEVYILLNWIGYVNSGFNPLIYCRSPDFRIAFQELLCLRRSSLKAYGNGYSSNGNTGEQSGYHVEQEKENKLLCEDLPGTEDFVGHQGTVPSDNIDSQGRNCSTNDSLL
Tb PFK block = inhibitors of T. brucei phosphofructokinase; O15648; T. brucei PFK, ADP-Glo luminescence; Potency, µM (titrated, usually from 57.5 µM), without a hit: top-dose activity, negative = inhibition, most hits filed as inhibitors; 330,000 compounds, 0.17% hits;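 also: potency is read from the fitted curve at half-maximal effect; 0% = uninhibited 1x PFK enzyme wells and -100% = no-enzyme wells; nearly all actives have a fitted effect of over 60% in size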
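1.25 nM PFK with 0.5 mM F6P and 0.1 mM ATP in 0.1 M TEA pH 8.0, 5 mM MgCl2, incubated 45 min at room temperature; ADP measured by ADP-Glo luminescence; compounds titrated up to 57 uM.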
uPA generation = blocks generation of uPA at the cell surface; 330,000 compounds, 0.31% hits; Potency, µM (top dose mostly 38.3 µM), for the others: at the highest dose activity change, negative = inhibition, most hits filed as inhibitors; cell surface uPA generation assay, qHTS; AID 540303; active = well fitted inhibition curve with a large enough effect; inconclusive = small, poorly fitted or top-dose-only effect; inactive = no such curve, though single readings can be large or run the other way; tested in mouse RAW 264.7 cells; also: potency is read from the fitted curve at half-maximal effect; % is scaled to controls: 0 for no effect and ±100 for the full control effect; nearly all actives have a fitted effect of over 55% in size
TSHR antagonist = antagonists of human thyroid stimulating hormone receptor; TSHR-expressing cells, TSH-stimulated cAMP HTRF, 2 h; hits give low values; activity change, negative = inhibition, % at 11.5 µM; 330,000 compounds, 0.2% hits;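 active = activity change below a set negative limit, meaning inhibition stronger than a set level, cut at about -70% in these data; inconclusive = activity change between two set negative limits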; also: % is scaled to controls: 0 for no effect and ±100 for the full control effect
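TSHR-expressing cells were treated with compounds, then stimulated with TSH at EC80 (4nM final) for 2 hours at 37 deg C. Cellular cAMP was measured by HTRF competition between lysate cAMP and cAMP-d2 for a cryptate-labelled anti-cAMP antibody.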
Eya2 phos inh = Eya2 (human) phosphatase inhibition. O00167. recombinant Eya2, OMFP fluorescence dephosphorylation (OMFP is methylfluorescein phosphate). Potency, µM (top dose mostly 76.9 µM), inactives show top-dose activity, negative = inhibition, actives largely listed as inhibitors. 330,000 compounds, 0.006% hits. AID 488837; also: potency is read from the fitted curve at half-maximal effect; % is scaled to controls: 0 for no effect and ±100 for the full control effect
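Eya2 (0.2 uM) preincubated 10 min at ambient with compound, then OMFP substrate added at 50 uM; 10 min reaction in 50 mM HEPES pH 7.5, 50 mM NaCl, 5 uM MgCl2, 0.05% BSA, 1 mM DTT. Fluorescence read at Ex 485/Em 525 nm.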
BCR signal inh = chronic active BCR signaling inhibition | ABC-DLBCL IkBa-CBG/CBR reporter, luminescence ratio, 4 h | Potency, µM (series often up to 46.1 µM), for inactives: at the highest dose ratio change, negative = lower green/red ratio, most hits filed as inhibitors | 340,000 compounds, 0.05% hits | AID 493014; active = well fitted inhibition curve with a large enough effect in the signal ratio, with a control signal flat, not every such curve was filed as active; inconclusive = small, poorly fitted or top-dose-only effect, or effect the other way, or a change in a side signal; the % refers to the signal ratio;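 also: potency is read from the fitted curve at half-maximal effect; plate controls were basal doxycycline-induced cells for no effect and cells given 10 µM MG132 for full effect; MG132 reads +100%, hits lower the ratio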
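Cell line TMD8 (human ABC DLBCL), stably expressing tet-inducible CBG68-IkBa fusion and CBR; IMDM/0.5% FBS; cpd up to 46 uM; dox induction, 4 h, 37C/5% CO2; dual luminescence; green/red ratio; MG132 control.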
TCR activator = activates T cell receptor signaling; primary human leukocytes, anti-CD3, IL-2 HTRF, 48 h; Potency, µM (highest dose often 9.22 µM), without a hit: at the top dose activation of IL-2 secretion, actives largely listed as activators; 330,000 tested, under 10 active; AID 504894; also: % of control where 0% means no effect
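1) Mix primary human leukocytes, a-CD3 beads and compound. 2) Incubate 48 hr. 3) Add HTRF IL-2 reagents (a-IL-2-K, a-IL-2-d2).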
Mito fusion act = inhibitors of mitochondrial division or activators of mitochondrial fusion. S. cerevisiae fusion-defective mutant growth rescue, CellTiterGlo 48 h. Potency, µM (series often up to 46.1 µM), for inactives: at the highest dose growth rescue (activation), most hits filed as activators. 320,000 compounds, 0.23% hits. AID 485298;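 also: potency is read from the fitted curve at half-maximal effect; % of control where 0% means no effect; nearly all actives have a fitted effect of over 45% in size; temperature-sensitive fusion mutants such as fzo1-1 at 37 °C on non-fermentable ethanol glycerol medium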
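Temperature-sensitive fusion-defective S. cerevisiae (e.g. fzo1-1, mgm1-5) were grown with compound in YPEG medium (3% ethanol, 3% glycerol) for 48 hours at 37C. Growth rescue was measured as viability by CellTiterGlo luminescence after 10 minutes at ambient.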
Active calls of the source: *; u = inconclusive; x = not tested or not shown; [ ] = dose if it differs, or a comment. Unless noted, calls follow the shape of the dose curve; as a rule, active = well fitted curve in the direction sought with a large enough effect; inconclusive = small, poorly fitted or top-dose-only effect, or another doubt; inactive = no such curve, though single readings can be large; an effect the other way counts as inactive or inconclusive.

mol	TSG101-PTAP inh	ELG1 repair inh	USP2a inh	B2AR arrestin	Tb PFK block	uPA generation	TSHR antagonist	Eya2 phos inh	BCR signal inh	TCR activator	Mito fusion act
COc1cccc(C(C(=O)NC(C)(C)C)N(C(=O)CCC(=O)Nc2cc(C)on2)C(C)C)c1OC (configuration not stated)	-5%	15%	0%	0.4%	1%	3%	-2	-10%	u	2%	-5%
CCOc1ccc(NC(=O)CSc2nc(=O)n(Cc3ccccn3)c3c2CCC3)cc1	-2%	u	0%	-0.1%	u	-4%	-14	-7%	u	-2%	3%
C/C(=N\N1C(=O)c2ccccc2NC1c1ccco1)c1ccccc1O (configuration not stated)	-2%	u	0%	0.6%	-6%	7.9µM*	-8	-7%	u	4%	-4%
CN1C(=O)c2oc3ccccc3c(=O)c2C1c1ccncc1 (configuration not stated)	-3%	-1%	5%	0.0%	u	2%	-7	4%	u	3%	0%
O=S(=O)(c1ccccc1)N1CC=C(c2ccccc2)CC1	2%	-7%	1%	0.0%	-2%	-1%	20	-7%	3%	-2%	-8%
Cc1cc(C2C(=O)CC(=O)CC2c2ccccc2)on1 (configuration not stated)	-7%	4%	-9%	-0.8%	0%	6%	6	-2%	0%	-10%	-8%
COc1ccc(CCn2c(C)nc3c(c(=O)c4ccccc4n3C)c2=O)cc1	-1%	u	0%	-0.1%	-2%	-3%	-8	0%	u	-4%[46.1 µM]	17%
O=C(O)C1C2CCC(O2)C1C(=O)Nc1cccc(F)c1 (configuration not stated)	x	u	0%	-0.4%	-3%	x	25	7%	u	x	-5%
C/C(Cn1nc([N+](=O)[O-])cc1C)=N\NC(=O)c1cccc(Br)c1	-5%	-15%	3%	0.5%	-6%	-1%	17	6%	u	6%	0%
Cc1ccc(NC(=O)C2CCCN(C(=O)NCc3ccccc3)C2)c(C)c1 (configuration not stated)	-1%	-7%	2%	-0.2%	4%	0%	3	7%	0%	-4%	2%
COCCN1Cc2cccc(C(=O)Nc3cccc(-c4nc5ccccc5[nH]4)c3)c2C1=O	0%	4.1µM*	-7%	-0.1%	0%	0%	7	-10%	-6%	3%	10%
COc1cc(CN(C2CC2)S(=O)(=O)c2ccccc2Br)cc(OC)c1	-7%	u	2%	-0.6%	0%	0%	3	5%	u	-3%[46.1 µM]	x
COc1cccc(/C=C/C(=O)OCC(=O)N2CCCc3ccccc32)c1	-2%	3%	1%	-0.1%	-14%	1%	-6	-25%	-7%	-4%	9%
CC[C@]12c3[nH]c4ccc(OC)cc4c3CCN1C(=O)C(CC(=O)NC(C)(C)C)C[C@@H]2C(=O)N1CCN(C(=O)c2ccco2)CC1 (some centres not stated)	-3%	7%	0%	0.2%	-5%	-33%	-1	0%	-1%	0%[46.1 µM]	x
C/C(=N\NC(=O)C1CCCN(S(=O)(=O)c2ccccc2)C1)c1ccccn1 (configuration not stated)	-5%	u	1%	0.1%	-5%	-6%	11	8%	u	-1%	-5%
CC1=C(C(=O)N2CCOCC2)C(c2ccc(OC(F)F)cc2)NC(=S)N1c1ccccc1 (configuration not stated)	1%	1%	2%	-0.3%	-4%	-8%	-3	-2%	-1%	-3%	-4%
Cc1nc2scc(-c3cccs3)c2c(=O)[nH]1	x	u	2%	-0.2%	-11%	-12%	-5	-23%	-6%	x	5%
O=C(Nc1ccc(-c2nc3ccccc3o2)c(O)c1)c1cc(-n2cnnc2)ccc1Cl	10%	21µM*	1%	0.2%	2%	0%	-7	3%	u	-5%	2%
CNC(=O)NC(=O)CSc1nnc(-c2ccco2)n1-c1ccccc1	-4%	4%	0%	0.4%	-1%	11%	1	1%	0%	2%	-2%
CCOc1cc(/C=C2/SC(=S)N(C)C2=O)ccc1Oc1ccc([N+](=O)[O-])cc1[N+](=O)[O-]	x	15%	2%	0.1%	1%	x	-2	u	1%	x	-2%
CN1C2C=C3C(C#N)=C(N)C(C#N)(C#N)[C@H](c4c(F)cccc4F)[C@H]3C1CC2 (some centres not stated)	-5%	-12%	5%	-0.1%	-2%	-15%	-22	-1%	-7%	5%	-2%
O=C(c1noc2c1CCc1ccccc1-2)N1CCCc2ccccc21	-3%	u	3%	-0.3%	0%	x	-1	1%	0%	5%	8%
CCOc1ccc(NC(=S)Nc2cc(OC)c(Cl)cc2OC)cc1	-1%	u	-1%	-0.1%	-1%	-4%	-2	-4%	-2%	5%[46.1 µM]	1%
CC(O)[C@H](NC(=O)C1(c2ccccc2)CCN(C(=O)OC(C)(C)C)CC1)C(=O)O (some centres not stated)	-4%	-3%	-1%	-0.1%	0%	5%	-2	-5%	-1%	2%	7%
CC1CCC2C(=O)N(c3cccc(C(=O)Nc4ccc(F)cc4)c3)C(=O)C2C1 (configuration not stated)	-6%	-7%	0%	0.3%	-3%	-3%	-4	-6%	u	-47%	3%
COc1cc(S(=O)(=O)N2CCOCC2)cc(C(=O)OCC(=O)NC2CCCCC2)c1OC	0%	-8%	0%	-0.3%	0%	-11%	2	-9%	-5%	-4%	-5%
CC(=O)Nc1nc(C(=O)O)cs1	-8%	u	2%	-0.2%	-6%	2%	-1	-5%	-2%	-3%	12%
COc1ccccc1-c1cc(C2CC2)nc(N)c1C#N	x	u	1%	0.2%	2%	-6%	0	0%	u	x	-3%
O=C(CS(=O)(=O)Cc1ccccc1)Nc1ccc2c(c1)OCO2	-6%	8%	-5%	-0.9%	12%	3%	10	-7%	-4%	x	-3%
O=C(/C=C/c1ccccc1Cl)NCc1ccccc1	0%	u	2%	-0.6%	0%	x	14	-1%	6%	-4%	-2%
CCCOc1ccc(NC(=O)CC2C(=O)N(CC)C(=S)N2CCCN2CCN(Cc3ccccc3)CC2)cc1 (configuration not stated)	-1%	u	-12%	-0.4%	-7%	-12%	2	-28%	-6%	4%	2%
Cc1nnc(SCC(=O)Nc2ccccc2)n1CCc1ccccc1	-9%	4%	1%	-0.2%	-2%	-5%	3	13%	3%	2%	1%
CCOC(=O)Nc1ccc2c(c1)N(C(=O)CCN1CCN3CCCC3C1)c1ccccc1CC2 (configuration not stated)	-3%	25%	2%	5.6%	-4%	-9%	-1	-11%	u	-1%	-2%
Cc1ccc(/C=C(/NC(=O)c2ccccc2)C(=O)NCCc2c[nH]c3ccccc23)o1	-4%	0%	-3%	0.1%	0%	1%	10	-15%	-5%	-1%	4%
Cc1ccc(NC(=O)Cc2ccc3c(c2)CCCC3)cc1C	-1%	16%	4%	-0.2%	0%	10%	-11	3%	u	-18%	-8%
CC1CCCCC12NC(=O)N(CC(=O)NCc1ccccc1Cl)C2=O (configuration not stated)	0%	-14%	-1%	-0.2%	3%	6%	111	-4%	0%	-4%	x
COc1ccc(CC(=O)N2CCN(c3ccccc3F)CC2)cc1OC	-4%	u	2%	-0.9%	0%	-8%	2	7%	1%	-3%	0%
COc1ccc2cc(C(C)C(=O)N3CCC(C)CC3)ccc2c1 (configuration not stated)	1%	-13%	3%	-0.4%	6%	0%	4	-23%	-2%	0%	-29%
CC1CC(C)CN(CC(=O)N2CCCc3c2c(=O)oc2ccc(OCc4ccccc4)cc32)C1 (configuration not stated)	-1%	u	-2%	0.0%	-2%	-7%	1	-25%	22%	1%	u
COc1ccc(-c2[nH]c(-c3ccc(F)cc3)nc2SCC(=O)NCc2ccco2)cc1OC	-3%	18µM*	-2%	-1.0%	-6%	-3%	-12	-2%	u	3%	1%
COc1ccccc1NC(=O)Nc1ccc2c(c1)nnn2C	-2%	u	0%	0.2%	-3%	3%	10	-5%	u	12%	-6%
CCNC(=O)COc1ccc(-c2ccccc2)cc1	-3%	u	0%	-0.1%	3%	-2%	-8	-4%	u	-13%	2%
COc1cc2c(cc1OC)-c1nnnn1C(C)(C)C2	-1%	9%	0%	-0.4%	-2%	x	2	-6%	-14%	-65%	-1%
